# Bioassay records: PubChem, several laboratories
# AI-2 QS modul = Vibrio harveyi AI-2 quorum sensing modulators, primary screen, JMH597 strain, luminescence/OD600 ratio; AID 2094, 2009; activity change, % at 7.5 µM; hit rate 0.4% among 300,000; Vibrio harveyi JMH597 AI-2 luminescence/OD600 ratio, 9 h; hits give low values; strain lacks LuxN and CqsS sensors; 0 = neutral-control median; in the data active = activity change below about -75%, passing the limit was not always enough;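 also: luminescence divided by OD600 gain over 9 h not by final OD600 alone; inactives centre near 13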
# HSP90 refold inh = HSP90 inhibitors, primary screen, cell lysate, luminescence. hit rate 0.91% among 290,000. Rabbit reticulocyte lysate, luciferase refolding luminescence, 3 h. Heat shock protein HSP 90 (rabbit reticulocyte lysate; luciferase refolding). inhibition, % at 5.6 µM. AID 1789, 2009;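 active = inhibition above the screen-wide mean plus 3 SD, computed separately per campaign, cut at about 16% in these data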;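 also: 0% = DMSO wells and 100% = 60 µM geldanamycin wells; inhibitors lower the luminescence because luciferase stays unfolded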
# PolyA inh = polyadenylation inhibitors in yeast reporter cells, primary screen, luminescence, S. cerevisiae. calls only at 12 µM. S. cerevisiae SKY197-pL101 polyadenylation reporter, beta-gal luminescence; efflux-impaired pdr1/pdr3 knockout yeast; score 100 = 6 SD above DMSO. AID 1875, 2009. hit rate 0.02% among 300,000;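 active = lowest replicate activity score at least 50, where 100 means six control SD above control mean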;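 also: yeast exposed to compound for 9 h at 30 °C; higher score means more reporter readthrough which indicates perturbed polyadenylation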
# HSF1 inh = HSF1 inhibitors in luciferase reporter cells, primary screen, cell-based, NIH3T3, luminescence; hit rate 0.77% among 300,000; NIH3T3-HGL HSE-luciferase, MG132-induced, luminescence 8 h; hits give low values; activity change, negative = inhibition, % at 7.5 µM (by protocol);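 active = more than half of replicate wells show activity change below -50%, luminescence cut by over half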;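 also: luciferase reports HSF-1 transcriptional activity via heat shock element; 0% = median of DMSO wells and -100% = zero luminescence signal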
# Dyrk1A ADPGlo = rat Dyrk1A kinase inhibitors, primary screen, biochemical, single point, plate reader; ADP-Glo luminescence, NFATc1 peptide; inhibition, % at 12.5 µM; hit rate 0.43% among 310,000; in the data active = inhibition above about 50%;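 also: plate controls were vehicle with enzyme for no effect and no enzyme for full effect; many of its hits are not listed in these tables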
# GSK3 alpha inh = blockers of GSK3A enzyme activity – biochemical, luminescence, cell-free homogeneous, HTS, primary screen; AID 2650, 2010; Glycogen synthase kinase-3 alpha (Homo sapiens), P49840; GSK-3 alpha kinase, ADP-Glo luminescence, 60 min; hit rate 0.1% among 320,000; inhibition, % at 10 µM;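 in the data active = inhibition above about 50%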;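 also: GST-tagged GSK-3 alpha with peptide substrate and 25 µM ATP; 0% = DMSO neutral wells and 100% = GW8510 positive control wells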
# HSF1 activator = HSF-1 activators, primary screen, NIH3T3-HGL cells, MG132 stress, luminescence, single point; NIH3T3-HGL HSF-1 luciferase reporter, 8 h; 100% = twice DMSO control signal; hit rate 1.7% among 300,000; AID 504408, 2011; activation, % at 9 µM;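 active = mean replicate activation of at least 50% with a set share of replicates each reaching 50%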;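 also: 0% = median of the neutral control wells and 100% = twice that signal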
# Platelet DG rel = inhibitors of platelet dense granule secretion, primary screen, cell-based, MLPCN, human platelets; human platelet-rich plasma, SFLLRN dense granule ATP release, luminescence; hit rate 0.22% among 300,000; AID 1663, 2009; inhibition, %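 (compounds screened at 7.5 µM in platelet-rich plasma)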;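 active = mean replicate score, as percent of positive control, at or above 50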
# HDAC3 inhib = HDAC3 deacetylase inhibitors, primary screen, biochemical, fluorescence, cell-free homogeneous; recombinant HDAC3, fluorogenic peptide/trypsin coupled; inhibition, % at 8.3 µM; Histone deacetylase 3 (Homo sapiens), O15379; hit rate 0.15% among 320,000; in the data active = inhibition above about 26%, passing the limit was not always enough
# Target sequence (O15379 whole entry, looked up): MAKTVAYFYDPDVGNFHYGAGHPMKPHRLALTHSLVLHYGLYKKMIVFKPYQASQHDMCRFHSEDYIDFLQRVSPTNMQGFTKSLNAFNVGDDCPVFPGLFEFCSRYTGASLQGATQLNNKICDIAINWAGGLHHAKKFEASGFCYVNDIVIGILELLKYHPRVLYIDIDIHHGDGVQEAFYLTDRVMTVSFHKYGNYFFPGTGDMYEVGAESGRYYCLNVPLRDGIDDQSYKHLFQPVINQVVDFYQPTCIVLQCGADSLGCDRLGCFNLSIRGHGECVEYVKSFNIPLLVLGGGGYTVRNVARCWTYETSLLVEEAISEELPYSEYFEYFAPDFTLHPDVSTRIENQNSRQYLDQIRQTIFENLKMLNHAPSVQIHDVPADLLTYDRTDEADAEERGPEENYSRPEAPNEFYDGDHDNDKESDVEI
# GSK3beta inhib = human GSK3beta kinase inhibitors, primary screen, biochemical, cell-free homogeneous, HTS. Glycogen synthase kinase-3 beta (Homo sapiens), P49841. GST-GSK3beta kinase, ADP-Glo luminescence, 60 min; hits give low values. activity score (negative = inhibition), % at 10 µM. hit rate 0.038% among 300,000;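 active = more than half of replicate wells score below -50%, meaning over 50% inhibition versus plate controls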;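 also: 0% = median DMSO wells and -100% = median GW8510 positive control wells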
# Target sequence (P49841 whole entry, looked up): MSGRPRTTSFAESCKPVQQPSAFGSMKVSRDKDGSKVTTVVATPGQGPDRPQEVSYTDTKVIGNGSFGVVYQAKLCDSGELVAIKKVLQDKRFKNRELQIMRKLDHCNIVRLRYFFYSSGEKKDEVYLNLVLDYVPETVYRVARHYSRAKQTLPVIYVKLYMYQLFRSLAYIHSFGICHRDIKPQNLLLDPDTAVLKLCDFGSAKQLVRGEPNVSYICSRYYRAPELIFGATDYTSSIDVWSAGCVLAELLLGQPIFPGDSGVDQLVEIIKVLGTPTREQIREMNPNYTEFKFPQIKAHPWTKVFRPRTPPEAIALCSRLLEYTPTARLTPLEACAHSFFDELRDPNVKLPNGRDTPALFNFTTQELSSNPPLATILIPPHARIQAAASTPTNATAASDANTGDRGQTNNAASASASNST
#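 Test system: GST-fused GSK3beta enzyme, cell-free | Quantity: 1.6 ng GST-GSK3beta enzyme per well | Reagent: 25 µM ATP with peptide substrate | Schedule: 60 min enzyme reaction, room temperature | Signal: Luminescent ADP-Glo measurement of ADP formed | Read-out basis: Score relative to plate controls | Control set: DMSO and 20 µM GW8510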
# Active calls of the source: *; i = inactive; . = no result given.
SMILES | AI-2 QS modul | HSP90 refold inh | PolyA inh | HSF1 inh | Dyrk1A ADPGlo | GSK3 alpha inh | HSF1 activator | Platelet DG rel | HDAC3 inhib | GSK3beta inhib
CCc1ccc(C=NC23CN4CN(CN(C4)C2)C3)s1 | 21 | 1 | i | -5 | 3 | -1 | -7 | 2 | -4 | 1
Cc1ccccc1CC1(CO)CCCN(Cc2ccc3c(c2)OCCO3)C1 (centres undefined) | 15 | 2 | i | -3 | -1 | 4 | 16 | -4 | -8 | -3
CSCC[C@H](NC(=O)Nc1cccc(Br)c1)C(=O)O | 9 | -2 | i | -8 | 5 | -1 | -28 | 20 | 3 | -2
CC(C)N1CCc2[nH]c(=S)[nH]c(=O)c2C1 | 20 | 1 | i | 4 | -2 | 1 | -8 | 6 | 5 | 7
CSCCC(NC(=O)c1cc(CC(C)C)oc1C)C(=O)O (centres undefined) | 18 | -3 | i | 1 | -1 | -2 | 35 | 10 | 9 | 2
Fc1ccccc1N1CCN(C(c2cccs2)c2nnnn2CCc2ccccc2)CC1 (centres undefined) | . | 0 | . | . | -1 | 8 | . | . | -2 | .
COc1cccc(NC(=O)CSc2nnnn2C(C)C)c1 | . | 3 | i | -1 | 2 | -1 | -29 | . | 0 | .
Cn1c(=O)n(C)c2cc(NC(=O)CCc3ccccc3)c(Br)cc21 | . | -1 | i | 18 | -1 | -1 | 32 | 0 | -9 | .
CCCCOc1ccc(C(=O)Nc2cc(C)c(OCC(=O)N3CCOCC3)c(C)c2)cc1 | 20 | -3 | i | 3 | 1 | -3 | 4 | 0 | 2 | -4
Cn1c(=O)c(C(=O)CCl)c(N)n(CC2CC2)c1=O | . | 2 | . | . | 7 | 3 | . | . | 0 | .
Cc1ccc(S(=O)(=O)CCC(=O)Nc2nnc(-c3ccc(F)cc3)o2)cc1 | 36 | . | i | 1 | 4 | 0 | -4 | 4 | -10 | 0
O=C(Nc1cccc(S(=O)(=O)N2CCOCC2)c1)c1cn(-c2ccccc2)nc1-c1ccc(F)cc1 | 22 | -1 | i | 1 | -1 | -2 | 7 | -10 | 8 | -2
COc1ccccc1/C=N/NC(=O)C(=O)NCc1cccnc1 | 21 | 2 | i | 3 | 1 | -6 | 26 | 1 | 2 | -1
O=C(COc1ccc(Cl)cc1Cl)NNC(=S)NCc1ccco1 | 18 | -1 | i | . | 0 | 11 | . | -2 | -9 | 6
CCOC(=O)/C=C/C(=O)NNC(=O)c1ccccc1Cl | -9 | 0 | i | 4 | 3 | -1 | 26 | 3 | 8 | 3
CC(=O)OCC1=C(C(=O)O)N2C(=O)C(NC(=O)CCn3nc(C(F)(F)F)c(Br)c3C3CC3)C2SC1 (centres undefined) | 32 | 2 | i | 0 | 9 | -1 | 15 | -10 | -1 | 3
Cc1cccc(NC(=O)C2SC(=Nc3c(C)cccc3C)C(C(=O)N3CCOCC3)=C2N)c1 (centres undefined) | 6 | 1 | i | -72* | 1 | -1 | -71 | 16 | 2 | 3
CCn1c(SCC(=O)OCC(=O)N2c3ccccc3NC(=O)C2(C)C)nnc1-c1ccco1 | 17 | 1 | i | -3 | 0 | -1 | 29 | 0 | 2 | 0
Cc1ccc(S(=O)(=O)NNC(=O)c2cnn(-c3ccc(Cl)cc3)c2C(F)(F)F)cc1 | 23 | 1 | i | 32 | 2 | 0 | 61* | -1 | 4 | 1
COc1ccc2[nH]c(=O)cc(C(=O)O)c2c1 | 15 | -2 | i | -1 | 4 | 1 | -15 | -5 | -11 | -2
C/C(=C\C(=O)c1ccccc1)Nc1ccc(N2CCOCC2)cc1 | 13 | 5 | i | -34 | -3 | -2 | -35 | 1 | 14 | -3
CC(OC(=O)c1cc(Br)ccc1O)C(=O)NC1(C#N)CCCCC1 (centres undefined) | -7 | . | i | -4 | 3 | 0 | 5 | 5 | -1 | 1
O=S(N1CCCCC1)C12CC3CC(CC(C3)C1)C2 (centres undefined) | 5 | 40* | i | -6 | -1 | -2 | -5 | -3 | 0 | 0
CCCCOc1ccc(OCCNS(=O)(=O)N(C)C)cc1 | -43 | 0 | i | -5 | . | -2 | -1 | 0 | 0 | 0
O=C(CSc1nnc2c(Cl)cc(C(F)(F)F)cn12)NCc1ccc(F)cc1 | 4 | 0 | i | -2 | 1 | -2 | 20 | -9 | -8 | 0

# Exported with the structure last: 2 of the compounds above
AI-2 QS modul	HSP90 refold inh	PolyA inh	HSF1 inh	Dyrk1A ADPGlo	GSK3 alpha inh	HSF1 activator	Platelet DG rel	HDAC3 inhib	GSK3beta inhib	smiles
21	1	i	-5	3	-1	-7	2	-4	1	CCc1ccc(C=NC23CN4CN(CN(C4)C2)C3)s1
15	2	i	-3	-1	4	16	-4	-8	-3	Cc1ccccc1CC1(CO)CCCN(Cc2ccc3c(c2)OCCO3)C1 (centres undefined)

# Exported with two lines to a compound: entries from further up
# The line under a structure holds: AI-2 QS modul, HSP90 refold inh, PolyA inh, HSF1 inh, Dyrk1A ADPGlo, GSK3 alpha inh, HSF1 activator, Platelet DG rel, HDAC3 inhib, GSK3beta inhib
- CCc1ccc(C=NC23CN4CN(CN(C4)C2)C3)s1
→ 21, 1, i, -5, 3, -1, -7, 2, -4, 1
- Cc1ccccc1CC1(CO)CCCN(Cc2ccc3c(c2)OCCO3)C1 (centres undefined)
→ 15, 2, i, -3, -1, 4, 16, -4, -8, -3
- CSCC[C@H](NC(=O)Nc1cccc(Br)c1)C(=O)O
→ 9, -2, i, -8, 5, -1, -28, 20, 3, -2
- CC(C)N1CCc2[nH]c(=S)[nH]c(=O)c2C1
→ 20, 1, i, 4, -2, 1, -8, 6, 5, 7
- CSCCC(NC(=O)c1cc(CC(C)C)oc1C)C(=O)O (centres undefined)
→ 18, -3, i, 1, -1, -2, 35, 10, 9, 2
- Fc1ccccc1N1CCN(C(c2cccs2)c2nnnn2CCc2ccccc2)CC1 (centres undefined)
→ ., 0, ., ., -1, 8, ., ., -2, .
- COc1cccc(NC(=O)CSc2nnnn2C(C)C)c1
→ ., 3, i, -1, 2, -1, -29, ., 0, .
- Cn1c(=O)n(C)c2cc(NC(=O)CCc3ccccc3)c(Br)cc21
→ ., -1, i, 18, -1, -1, 32, 0, -9, .
- CCCCOc1ccc(C(=O)Nc2cc(C)c(OCC(=O)N3CCOCC3)c(C)c2)cc1
→ 20, -3, i, 3, 1, -3, 4, 0, 2, -4
- Cn1c(=O)c(C(=O)CCl)c(N)n(CC2CC2)c1=O
→ ., 2, ., ., 7, 3, ., ., 0, .
- Cc1ccc(S(=O)(=O)CCC(=O)Nc2nnc(-c3ccc(F)cc3)o2)cc1
→ 36, ., i, 1, 4, 0, -4, 4, -10, 0
- O=C(Nc1cccc(S(=O)(=O)N2CCOCC2)c1)c1cn(-c2ccccc2)nc1-c1ccc(F)cc1
→ 22, -1, i, 1, -1, -2, 7, -10, 8, -2
- COc1ccccc1/C=N/NC(=O)C(=O)NCc1cccnc1
→ 21, 2, i, 3, 1, -6, 26, 1, 2, -1

# An excerpt; the hit share may differ from the screen's.
